From PubChem
Growth percent in the NCI-60 one-dose screen (48 h, 10 µM unless noted): 100 = growth as untreated, 0 = no growth, -100 = all killed.
OVCAR-5: OVCAR-5 ovarian cancer; 82,000 tested, 2.9% active; AID 1794783
OVCAR-3: OVCAR-3 ovarian cancer; 79,000 tested, 7% active; AID 1794787
IGROV1: IGROV1 ovarian cancer; 79,000 tested, 4.7% active; AID 1794786
SK-OV-3: SK-OV-3 ovarian cancer cells; 80,000 tested, 3.2% active
NCI/ADR-RES: NCI/ADR-RES ovarian cells; 81,000 tested, 4.4% active; AID 1794790
DU-145: DU-145 prostate cancer | 81,000 tested, 4.2% active | AID 1794760
OVCAR-4: OVCAR-4 ovarian cancer cells; AID 1794784; 80,000 tested, 3.7% active
OVCAR-8: OVCAR-8 ovarian cancer. 81,000 tested, 4.4% active
Active calls of the source: *; / = not tested or not shown; & = joins results of further samples. The calls were made as follows: active = growth percent below 10; inactive = the rest.

structure	OVCAR-5	OVCAR-3	IGROV1	SK-OV-3	NCI/ADR-RES	DU-145	OVCAR-4	OVCAR-8
CS(=O)(=O)c1ccc(-c2nc3cc(Cl)ccc3n2CC(=O)c2n[nH]c(=S)o2)cc1	93.9	97.1	100.7	80.3	96.4	106.5	100.4	89.3
O=C(O)CCc1ccc2cc(O)ccc2c1	104.5	122.2	96.8	105.3	/	121.6	116.3	120.8
COc1ccccc1/C=C1\SC(=Nc2ccc(NC(C)=O)cc2)NC1=O	84.6	106.9	102.8	97.8	101.5	92.0	104.8	101.2
Oc1c(Cc2ccccc2)nc2c(-c3nc4ccccc4s3)c(Nc3ccccc3)[nH]n12	102.9	115.2	93.0	120.8	104.1	107.7	97.1	96.9
COc1ccc(-c2c(NC(C)=O)noc2-c2cc(OC)c3c(c2)OCCO3)cc1	108.1	108.2	96.0	98.6	108.3	110.0	108.5	95.7
COc1cc(-c2nc3ccccc3c(=O)[nH]2)ccc1OCC(=O)N=Nc1c(O)[nH]c2ccc(Cl)cc12	107.2	91.6	100.0	92.6	108.1	100.0	98.4	92.9
C#Cc1ccc(-n2c(/C=C/c3ccc(O)cc3)nc3ncccc3c2=O)cc1	97.4	4.6*	62.5	45.5	55.0	81.8	61.0	75.2
CCN1C(=N)N(c2ccccc2)C(=O)C(CC)(CC)C1=O	101.5	124.6	104.4	109.5	104.9	125.3	109.5	100.4
COc1cccc(/C=C2/Sc3scc(-c4ccccc4)[n+]3C2=O)c1O	110.3	98.5	110.1	90.4	94.0	/	93.2	96.0
O=C1c2ccccc2C(=O)c2c(NCC(O)CN3CCOCC3)cccc21 (stereo not drawn)	111.9	118.9	110.1	113.5	117.1	115.6	136.9	116.1
Oc1c(C(Nc2ccccc2Br)c2ccccc2)ccc2cccnc12 (stereo not drawn)	44.5	32.8	20.1	35.2	2.1*	28.8	31.4	23.5
O=C(O)CCCCC1SCC2NC(=O)NC21 (stereo not drawn)	104.5&107.3	110.3&109.1	105.6&116.0	107.2&110.5	106.7&110.5	112.6&108.2	112.1&105.1	106.1&109.0
Oc1ccc(CSc2nnc(-c3ccccc3)n2-c2ccccc2)c2cccnc12	43.7	6.4*	9.4*	9.6*	8.6*	21.3	15.8	16.8
O=c1[nH]c2c3cccnc3cc(-c3cccc(Cl)c3)c2c2ncccc12	104.1	100.0	100.0	90.3	51.1	80.6	86.3	79.9
Nc1c(C(=O)Nc2ccccc2)sc2nc3c(cc12)C(O)CCC3 (stereo not drawn)	57.1	-19.1*	29.4	18.7	11.6	5.5*	61.3	31.0
NNC(=O)C(N)=O	98.1	123.0	144.9	123.0	114.1	117.2	113.2	105.9
CCOC(=O)C1=C(C)Nc2nc3ccccc3n2C1c1ccc(OC)cc1 (stereo not drawn)	103.5	113.2	87.6	116.0	96.2	109.7	95.0	101.7
COc1cccc(Oc2nc(Nc3ccc(N4CCOCC4)cc3)ncc2NC(=O)Nc2cc(Cl)cc(Cl)c2)c1	104.9	92.7	89.2	102.6	85.0	81.0	86.8	72.7
O=[N+]([O-])c1cc([N+](=O)[O-])c2ccc(S(=O)(=O)O)cc2c1O	100.2	109.4	107.7	98.2	107.3	111.4	111.7	104.2
Cc1ccc(S(=O)(=O)OC[C@@]2(C)CC[C@]3(C)CC[C@]4(C)C(=CC[C@@H]5[C@@]6(C)CCCNC(C)(C)[C@@H]6CC[C@]54C)[C@@H]3C2)cc1	-84.0*	-95.8*	-84.9*	75.2	-65.8*	-90.7*	-78.5*	-50.2*
N/C(=N\c1nc2ccccc2s1)NC(=O)NCCCCCCO	74.5	61.8	61.5	59.1	24.3	56.7	17.8	50.7
N=C(N)c1ccc(-c2ccc(-c3ccc4ccccc4c3)s2)cc1	109.7	102.1	91.3	/	98.8	99.6	100.4	102.1
O=C(Oc1ccc(Cl)cc1Cl)c1ccccc1	105.5	115.1	104.0	105.5	105.2	111.8	97.0	/
NCC(=O)NC1CCCCC1	104.1	106.4	103.8	105.8	105.9	114.0	122.3	97.2
CN(C)S(=O)(=O)n1cnc([C@@H]2c3c(ncn3S(=O)(=O)N(C)C)C[C@H]3Cn4c(=O)n(-c5ccccc5)c(=O)n4C[C@H]32)c1	106.4	111.9	98.1	101.3	101.0	107.4	103.5	101.2

Next section (6 carried over from the part before).
structure	OVCAR-5	OVCAR-3	IGROV1	SK-OV-3	NCI/ADR-RES	DU-145	OVCAR-4	OVCAR-8
Cc1ccc(S(=O)(=O)OC[C@@]2(C)CC[C@]3(C)CC[C@]4(C)C(=CC[C@@H]5[C@@]6(C)CCCNC(C)(C)[C@@H]6CC[C@]54C)[C@@H]3C2)cc1	-84.0*	-95.8*	-84.9*	75.2	-65.8*	-90.7*	-78.5*	-50.2*
N/C(=N\c1nc2ccccc2s1)NC(=O)NCCCCCCO	74.5	61.8	61.5	59.1	24.3	56.7	17.8	50.7
N=C(N)c1ccc(-c2ccc(-c3ccc4ccccc4c3)s2)cc1	109.7	102.1	91.3	/	98.8	99.6	100.4	102.1
O=C(Oc1ccc(Cl)cc1Cl)c1ccccc1	105.5	115.1	104.0	105.5	105.2	111.8	97.0	/
NCC(=O)NC1CCCCC1	104.1	106.4	103.8	105.8	105.9	114.0	122.3	97.2
CN(C)S(=O)(=O)n1cnc([C@@H]2c3c(ncn3S(=O)(=O)N(C)C)C[C@H]3Cn4c(=O)n(-c5ccccc5)c(=O)n4C[C@H]32)c1	106.4	111.9	98.1	101.3	101.0	107.4	103.5	101.2
CC(C)(CCN)[N+](=O)[O-]	106.3	107.1	110.1	93.7	104.3	109.6	105.9	107.6
O=C(CSc1nc2ccccc2[nH]1)Nc1ccc(Br)cc1	89.3	90.8	85.3	90.3	94.3	97.0	93.1	98.2
Cc1cccc(N=NC(=S)NNc2cccc(C)c2)c1	111.4	138.8	92.4	104.5	112.6	121.9	101.2	108.4
O=C1Nc2ccccc2/C1=C/c1cccs1	95.5	90.5	72.0	/	91.8	103.4	37.0	91.6
Nc1nc(/C=C\c2ccccc2)cc(-c2cc(/C=C\c3ccccc3)nc(N)n2)n1	114.0	119.4	110.8	110.9	104.3	106.5	100.1	99.5
Cc1cc(C)c2ccc(C)c(N)c2n1	110.1	112.3	120.1	109.2	103.0	117.1	129.0	98.9
COc1cccc(-c2nc3occn3c2-c2ccnc(NCCCNS(=O)(=O)c3ccc(F)cc3)n2)c1	124.2	92.5	63.7	79.3	85.6	91.9	80.4	70.2
Cc1ccc(I)c(C)c1	118.5	104.9	103.5	106.3	101.8	108.0	104.8	105.2
CC(=O)Nc1cc(Cl)c(Nc2cc(S(=O)(=O)O)c(N)c3c2C(=O)c2ccccc2C3=O)c(Cl)c1	101.2	129.9	112.9	108.1	103.7	116.8	93.7	113.9
COc1ccc(C(=O)c2c[nH]c(C(=O)O)c2-c2ccc(OC)cc2)cc1	100.2	109.4	99.3	101.2	106.6	107.6	99.0	104.8
Nc1ccc(-c2nc3cc(Oc4ccc(Oc5ccc6[nH]c(-c7ccc(N)cc7)nc6c5)cc4)ccc3[nH]2)cc1	113.4	121.5	119.9	98.7	103.2	/	113.8	91.3
CCOC(=O)c1cnc2ccc(C)cc2c1Nc1cccc(NS(C)(=O)=O)c1	103.5	107.1	102.7	115.3	101.2	104.3	102.7	104.8
CS(=O)(=O)c1ccc(-n2nc(-c3ccc(F)cc3)c3ccccc3c2=O)cc1	97.6	99.7	104.6	97.8	/	96.1	101.7	92.8
COc1ccc(CSC(=S)NNc2ccccc2)cc1	107.7	117.1	96.7	107.1	102.8	126.9	98.4	96.7
CCOC(=O)C(c1ccccc1)C(C)N (stereo not drawn)	101.7	110.2	117.6	115.7	114.4	112.3	102.8	107.0
Cn1c(=O)c2c(n(C)c1=O)n(C)c(=O)n2C	96.8	115.0	103.8	100.2	108.9	109.9	/	100.9
Cc1ccc(S(=O)(=O)Nc2ccc(C(=O)CC3(O)C(=O)Nc4ccccc43)cc2)cc1 (stereo not drawn)	104.8	/	103.9	107.6	97.7	108.2	102.0	102.4
CSc1nc2c(c(=O)n1C)N=C1c3ccccc3C(=O)C1C(c1ccccc1)N2 (stereo not drawn)	87.9	39.4	30.4	72.4	55.8	81.9	72.6	77.7
CCN1C(=O)N(CC)C2C1NN=c1s/c(=C3\C(=O)N(CCC(C)C)c4ccccc43)c(=O)n12 (stereo not drawn)	34.1	3.2*	19.4	43.7	9.0*	7.4*	45.5	9.8*
COc1nc2ccccc2cc1Cc1cc(-c2ccccc2)n[nH]c1=O	99.9	93.6	68.7	92.0	82.2	106.2	93.1	86.0
COc1ccccc1CNCCCN1C(=O)c2ccc3c4c(ccc(c24)C1=O)C(=O)N(CCCNCCCNCCCN)C3=O	102.3	95.8	106.6	110.8	112.3	98.7	86.2	88.3
COc1ccc(COc2ccc(/C=C3\C(=O)Nc4ccccc43)cc2OC)cc1	99.9	114.7	107.3	119.0	106.2	108.5	99.8	100.6
O=C1OC(C(Cl)(Cl)Cl)OC1C(Cl)(Cl)Cl (stereo not drawn)	104.5	108.5	/	/	108.0	100.6	113.1	103.8
COc1ccc(/C=C/C(=O)c2ccc(NC(=O)CSc3nnc(-c4ccc(-c5nc6ccc(Cl)cc6[nH]5)cc4)o3)cc2)cc1	110.0	102.0	95.3	107.3	104.3	101.6	103.4	73.5
Cc1cn2nc(C)sc2n1	73.9	97.1	122.6	99.6	92.2	111.9	107.0	104.0
N#CC1(c2ccc(Cl)cc2)CCCC1	101.5	109.5	98.2	98.2	106.9	109.2	107.1	100.7
O=Nc1c(O)[nH]c2ccccc12	111.9	101.9	106.8	110.0	108.4	105.8	106.4	102.5
CC1Cc2c(Cl)ncnc2N(C)c2ccccc21 (stereo not drawn)	41.8	10.6	50.5	15.8	16.6	65.6	21.5	10.7
CC(=O)c1ccc(NCC(=O)Nc2ccccn2)cc1	108.8	116.6	94.8	97.0	105.3	106.8	98.9	/
c1ccc(CCc2cccc3ccccc23)nc1	96.5	86.1	56.4	95.9	92.0	102.7	104.7	92.5
O=C(O)c1c(Cl)ccc([N+](=O)[O-])c1Cl	102.7	110.1	104.2	89.5	108.1	108.4	104.3	99.5
COc1nc2c(c(=O)n1C)C1(C(=O)Nc3ccccc31)c1c(nc(OC)n(C)c1=O)N2	97.5	98.5	104.3	106.1	96.9	111.3	101.7	112.9
COc1ccc(C(=O)/C=C/Nc2ccc(S(N)(=O)=O)cc2)cc1	109.7	/	112.0	112.3	106.8	110.8	104.1	106.4
COc1ccc(NC(=O)CSc2nnc(-c3ccc(-c4nc5ccc(C)cc5[nH]4)cc3)o2)cc1	104.8	113.5	99.6	104.9	103.0	109.7	105.5	100.1
CCOC(=O)C(Cc1ccccc1)n1c(O)c(C=Nc2ccc(C(=O)OCCN(CC)CC)cc2)sc1=O (stereo not drawn)	100.4	93.0	97.5	106.1	106.8	106.4	89.4	92.8
CCN(CC1CCN(C(C)(C)Cc2cccc(F)c2)CC1)C(=O)c1cc2ccccc2[nH]1	90.3	71.4	65.6	71.9	67.7	81.5	68.5	81.7
Cn1cc(CC2CC(=O)N(c3ccccc3)C2=O)sc1=NC(=O)c1ccccc1 (stereo not drawn)	95.2	99.2	93.1	97.1	97.5	102.5	102.9	104.0
Cc1ccc(-c2cc3nc(C(Cl)Cl)nc(-c4cccnc4)n3n2)cc1	24.2	-40.7*	33.6	/	-3.4*	-22.0*	9.6*	22.7
CCOC(=O)C1=C(c2ccccc2)N=C2SC=C(c3cccc([N+](=O)[O-])c3)N2C1c1ccc(Br)cc1 (stereo not drawn)	99.3	69.9	68.9	73.9	92.7	96.2	51.1	92.4
CCOC(=O)c1c2ccncc2n2c(=O)n(-c3cccc(OC)c3)nnc12	107.1	112.9	95.1	104.4	104.5	116.0	91.3	94.3
O=C(CC(=O)c1ccccc1)CC(O)(/C=C/c1ccccc1)c1ccccc1 (stereo not drawn)	99.0	104.0	95.4	105.6	101.9	113.7	99.5	93.0
O=C(SC(=O)c1ccccc1)c1ccccc1	107.8	113.6	102.0	100.5	101.9	121.8	104.5	102.0
O=C(O)c1ccc(-n2cc(CNc3cc(Cl)cc(C(F)(F)F)c3)c(-c3ccc(B(O)O)cc3)n2)cc1	85.5	103.1	97.0	103.1	107.3	105.5	122.9	100.0
C/C=C/C=N\Nc1ccc([N+](=O)[O-])cn1	109.3	92.2	105.8	70.7	98.9	99.1	98.4	113.8
NC1=NN(c2ccccc2)C(=O)/C1=C/c1ccc(Cl)cc1	98.1	108.2	99.4	96.3	103.2	106.7	109.1	99.0
OC(c1ccc2ccccc2n1)c1c(Cl)cccc1Cl (stereo not drawn)	106.5	109.2	96.6	106.0	98.2	114.9	106.2	100.8
